Screening data as filed in PubChem BioAssay.
TNAP inh hiacc = blocks human TNAP under high phosphate acceptor concentration; hit rate 0.03% among 200,000; inhibition, % at 20 µM; purified TNAP, CDP-star luminescence, 1 M DEA; P05186;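 active = over 50% inhibition of tissue-nonspecific alkaline phosphatase at 20 µM in the single-dose screen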;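 also: plate controls were DMSO wells for no effect and EDTA-quenched wells as full inhibition for full effect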
PMI act = phosphomannose isomerase (human) activation | purified human PMI, coupled resazurin fluorescence, 20 min; active compounds read high; 1 = vehicle control, 0 substrate-free wells | P34949 | activation factor at 20 µM | hit rate 0.005% among 190,000 | AID 1214;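 active = activation factor of 2 or more at 20 µM, relative to plate controls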
Target sequence (P34949 whole entry, looked up): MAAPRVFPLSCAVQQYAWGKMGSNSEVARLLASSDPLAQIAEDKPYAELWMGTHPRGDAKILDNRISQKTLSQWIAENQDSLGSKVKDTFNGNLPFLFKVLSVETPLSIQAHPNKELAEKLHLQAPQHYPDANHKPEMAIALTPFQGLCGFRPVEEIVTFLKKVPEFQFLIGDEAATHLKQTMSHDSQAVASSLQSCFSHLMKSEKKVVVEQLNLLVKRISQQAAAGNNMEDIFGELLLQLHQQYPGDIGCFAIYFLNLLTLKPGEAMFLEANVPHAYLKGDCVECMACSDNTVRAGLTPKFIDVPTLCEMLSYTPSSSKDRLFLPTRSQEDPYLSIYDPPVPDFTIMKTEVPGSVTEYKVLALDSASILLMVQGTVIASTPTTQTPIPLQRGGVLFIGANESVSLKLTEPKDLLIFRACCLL
TNAP inh no acc = blocks human TNAP activity with no phosphate acceptor present; hit rate 0.26% among 200,000; AID 1012; purified TNAP, CDP-star luminescence, 30 min; inhibition, % at 20 µM;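 active = tissue-nonspecific alkaline phosphatase inhibition above about 50% at 20 µM in the single-dose screen, limit read from the data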;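 also: 0% = DMSO negative control and 100% = EDTA positive control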
FLuc inh counter = counter-screen for luciferase assay inhibitors: firefly luciferase inhibition; P08659; ATPLite firefly luciferase biochemical luminescence, 10 min; inhibition, % at 10 µM; hit rate 1.5% among 200,000;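 active = inhibition above about 50% when tested at 10 µM, limit read from the data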
Target sequence (P08659 whole entry, looked up): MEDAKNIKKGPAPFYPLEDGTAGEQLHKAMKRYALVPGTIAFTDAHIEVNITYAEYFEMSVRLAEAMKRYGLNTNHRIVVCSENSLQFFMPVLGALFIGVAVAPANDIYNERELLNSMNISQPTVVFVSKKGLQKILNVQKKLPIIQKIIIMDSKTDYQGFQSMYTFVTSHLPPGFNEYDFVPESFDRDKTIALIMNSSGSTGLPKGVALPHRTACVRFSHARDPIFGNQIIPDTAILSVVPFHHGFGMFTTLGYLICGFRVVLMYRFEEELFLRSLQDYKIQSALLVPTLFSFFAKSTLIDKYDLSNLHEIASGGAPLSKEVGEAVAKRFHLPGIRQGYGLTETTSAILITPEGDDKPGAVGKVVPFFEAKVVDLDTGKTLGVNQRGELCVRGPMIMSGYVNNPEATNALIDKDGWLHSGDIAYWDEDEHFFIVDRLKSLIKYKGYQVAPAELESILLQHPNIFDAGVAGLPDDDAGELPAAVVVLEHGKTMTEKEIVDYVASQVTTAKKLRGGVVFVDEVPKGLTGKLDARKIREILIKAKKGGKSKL
APP 5'UTR act = activates APP 5'UTR luciferase reporter | SH-SY5Y APP 5'UTR luciferase reporter, luminescence; zero percent = DMSO vehicle wells | activation, % at 2 µM | hit rate 1% among 190,000 | AID 1276;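 active = activation above a set limit, based on mean plus 3 SD of controls, cut at about 140% in these data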; also: values of inactives mirror those of a sister screen read the other way
NF-kB neuron act = raises NF-kB expression in human neuronal cells. AID 1239. fold change at 12.5 µM. NF-kB reporter expression; active compounds read high. hit rate 1.6% among 190,000; in the data active = fold change above about 3.3
FLuc act counter = firefly luciferase counter-screen for stimulation assays. P08659. ATPlite luciferase biochemical, luminescence, 10 min; 0 = ATP-free wells, 1 = DMSO control. activation factor at 10 µM. 200,000 tested, under 10 active;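 active = luciferase activation factor, scaled between plate controls, of at least 2 with compound at 10 µM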
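System: cell-free luciferase reagent; medium: PBS as buffer for the ATP substrate; doses: test compounds dosed from 2 mM stocks in 100% DMSO; incubation: 10 min, room temperature; measured by: luminescence from luciferase reaction; read-out: luciferase activation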
bIAP activator = intestinal alkaline phosphatase (bovine) activation | purified bovine IAP, CDP-star luminescence, 30 min; active compounds read high; fold of DMSO-control signal, blank-subtracted | hit rate 0.17% among 200,000 | activation factor at 20 µM | AID 1016;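 active = activation factor of 2 or more at 20 µM, a signal rise over negative controls twice the positive control's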
PMI act satM6P = PMI (human) activation, high substrate; P34949; coupled PMI enzyme assay, resazurin fluorescence, 20 min; active compounds read high; 1 = untreated enzyme, 0 = substrate-free blank; activation factor at 20 µM; hit rate 0.34% among 190,000; AID 1216;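 active = activation factor of 2 or more at 20 µM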
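assay system = human phosphomannose isomerase with PGI, G6PDH, diaphorase coupling enzymes | quantity = 15 ng/mL PMI | incubation = enzyme reaction with compound 20 min at room temperature | medium = HEPES pH 7.4 buffer with MgCl2 and Tween-20 | compound dosing = one concentration, 20 µM, in 1% DMSO | measured by = Diaphorase-driven resazurin-to-resorufin fluorescence, excitation 544, emission 590 nm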
TNAP act hiacc = activators of human TNAP at high phosphate acceptor concentration; activation factor at 20 µM; purified TNAP, CDP-star luminescence, 1 M DEA, 30 min; active compounds read high; 0 = EDTA background, 1 = DMSO-only activity; 200,000 tested, under 10 active;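 active = activation factor at least 2 at 20 µM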
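Test system – human TNAP · Doses – 20 µM single point · Incubation – 30 min, room temperature · Signal – luminescent substrate turnover signal · Read-out basis – activation factor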
* hit, by the source's call; . = not tested or not shown. Compounds were not picked by outcome; overall some 3.6% were active at least once.

SMILES	TNAP inh hiacc	PMI act	TNAP inh no acc	FLuc inh counter	APP 5'UTR act	NF-kB neuron act	FLuc act counter	bIAP activator	PMI act satM6P	TNAP act hiacc
COc1cc2c(cc1OC)C(c1ccc(-c3ccccc3Cl)o1)=NCC2	-4	1	2	62*	26	0.6	0.4	0.9	1.1	1
CC(=O)CSc1nnc2c3ccccc3nc(C(C)(C)C)n12	-4	1.1	-11	-4	9	0.87	1	1.2	1.1	1
Cc1cccc(OCC(=O)NCCN2CCOCC2)c1	-3	0.9	-7	2	7	1.3	1	1.1	1	1
CC(C)c1ccc(-n2nc3ccc(N)cc3n2)cc1	0	0.7	-4	87*	117	4.9*	0.1	1.1	0.4	1
COC(=O)CC1(c2cccc3ccccc23)C(=O)c2ccccc2C1=O	4	0.9	-17	-5	14	0.94	1.1	0.8	1	1
CCOC(=O)c1nn(-c2ccccc2C)c2nc(-c3ccc(C)cc3)c(C#N)c(=O)n12	-5	0.9	-9	-8	6	1.4	1.1	0.9	0.9	1.1
Cc1ncsc1CCSc1n[nH]c(=O)n1-c1ccccc1	-6	0.9	0	-3	2	0.92	1	1	1	1.1
O=C(O)CCCCCNS(=O)(=O)c1c(Cl)cccc1Cl	4	0.9	-9	0	-6	1.1	1	0.9	1	1
O=C(CC1NCCNC1=O)Nc1ccc(Cl)c(Cl)c1 (configuration not stated)	-6	1	-11	-2	6	1.7	1	1	0.9	1.1
O=C(COc1ccccc1-c1ccccc1)NN=C1CCCC1	-4	1.1	-13	1	-82	1.1	1	1.1	1.1	1
Cc1cccc(NS(=O)(=O)c2cccs2)n1	2	1	-6	2	21	0.98	1	0.9	1	1
CC(C)(C)n1nnnc1C(c1cccs1)N1CCN(c2ccccc2)CC1 (configuration not stated)	-5	1	-8	-6	-5	0.99	1.1	0.9	0.9	1
C[C@@H](O)[C@@H]1NC(=O)c2cc([N+](=O)[O-])cc(I)c2NCC[C@@H](C(N)=O)NC(=O)CNC1=O	2	0.9	-4	0	-7	1.3	1	0.9	0.9	1
COC(=O)C1=C(C)N(C)C(=O)NC1c1cc(Cl)cc(Cl)c1OC (configuration not stated)	-2	0.9	-7	-1	9	1.4	1	1	0.9	1
COc1ccc2c(c1)OC(O)(C(F)F)CC2=O (configuration not stated)	0	0.9	-5	0	13	1.2	1	1	1	1

Just NF-kB neuron act and PMI act, for some of the entries so far:
| compound | NF-kB neuron act | PMI act |
| --- | --- | --- |
| O=C(O)CCCCCNS(=O)(=O)c1c(Cl)cccc1Cl | 1.1 | 0.9 |
| O=C(CC1NCCNC1=O)Nc1ccc(Cl)c(Cl)c1 (configuration not stated) | 1.7 | 1 |

Back to the main list; the 6 compounds before the break are reprinted first.
SMILES	TNAP inh hiacc	PMI act	TNAP inh no acc	FLuc inh counter	APP 5'UTR act	NF-kB neuron act	FLuc act counter	bIAP activator	PMI act satM6P	TNAP act hiacc
O=C(COc1ccccc1-c1ccccc1)NN=C1CCCC1	-4	1.1	-13	1	-82	1.1	1	1.1	1.1	1
Cc1cccc(NS(=O)(=O)c2cccs2)n1	2	1	-6	2	21	0.98	1	0.9	1	1
CC(C)(C)n1nnnc1C(c1cccs1)N1CCN(c2ccccc2)CC1 (configuration not stated)	-5	1	-8	-6	-5	0.99	1.1	0.9	0.9	1
C[C@@H](O)[C@@H]1NC(=O)c2cc([N+](=O)[O-])cc(I)c2NCC[C@@H](C(N)=O)NC(=O)CNC1=O	2	0.9	-4	0	-7	1.3	1	0.9	0.9	1
COC(=O)C1=C(C)N(C)C(=O)NC1c1cc(Cl)cc(Cl)c1OC (configuration not stated)	-2	0.9	-7	-1	9	1.4	1	1	0.9	1
COc1ccc2c(c1)OC(O)(C(F)F)CC2=O (configuration not stated)	0	0.9	-5	0	13	1.2	1	1	1	1
COc1ccc(CCN(C)c2ccc(C(N)=O)cc2[N+](=O)[O-])cc1OC	10	0.9	0	1	-3	1.1	1	1.2	0.9	0.9
COc1ccc(-c2nc(-n3c(C)c(C(C)=O)c(C(C)=O)c3C)sc2C)cc1	0	0.9	-7	-2	-1	1.1	1	1	0.9	1
Cc1ccc(/C=C2\SC(=S)N(CCC(=O)NNC(=O)c3cccnc3)C2=O)cc1	2	1	-57	10	11	1.1	0.9	0.9	1	1
Cc1ccc2nc(NC(=O)CN3CCOCC3)sc2c1	-2	0.9	-3	2	10	2.8	1	1	1	1
CSC1=NCCN1C(=O)c1ccc(S(=O)(=O)N(C)C)cc1	1	0.9	-4	-2	8	1.2	1	1	0.9	1
COc1cc(C(=O)NCc2nnc(SCC(=O)NCc3ccccc3)o2)cc(OC)c1OC	-4	0.9	-14	-7	-17	0.97	1.1	1	0.9	1
COc1ccccc1-c1c(C)oc2cc(OCC(=O)OCc3ccccc3)ccc2c1=O	-2	0.8	-8	-5	-3	1.2	1.1	1	0.8	1
Cc1ccc(-n2c(C)cc(C(=O)OCC(=O)N(CC(C)C)C3CCS(=O)(=O)C3)c2C)cc1 (configuration not stated)	-6	1	-13	-3	-14	0.8	1	1.1	1	1.1
COc1c(C)cc(Br)cc1C(=O)Nc1ccccc1C	-3	0.9	-10	-6	1	1	1.1	1.2	1	1
Cc1cc(C(=O)COC(=O)C(C)NC(N)=O)c(C)n1Cc1ccco1 (configuration not stated)	-3	1	-12	67*	9	1.6	0.3	0.9	1	1
O=C(Nc1ccc(Cl)cc1)Nc1cccc(C(=O)O)c1	-7	1.1	0	76*	1	2	0.2	1.3	1.2	1.1
CCCCCCN1C(=O)C(O)=C(C(C)=O)C1c1ccc(Cl)cc1 (configuration not stated)	-1	0.9	-2	-1	-5	0.88	1	1	1	1
O=C(c1ccccc1)N1CCN(C(=O)c2ccc(OC(F)(F)F)cc2)CC1	5	1.1	-4	-1	13	0.94	1	1	1.1	1
Cc1nc2ccc(N3C(=O)CCC3=O)cc2[nH]1	-4	0.9	-11	-4	0	0.77	1	0.9	1	1
CCOC(=O)CCC(NC(=O)c1ccc(NCN2C(=O)CCC2=O)cc1)C(=O)OCC (configuration not stated)	-7	0.9	-12	-3	3	1.1	1	1	1	1.1
Cc1cccc(S(=O)(=O)N2CN(Cc3ccco3)c3nc4ccccc4nc32)c1	-4	1.1	-6	2	-13	0.82	1	1	1.2	1
CC1(C)NC(=O)N(CCSc2ccc(Cl)cc2)C1=O	-8	1	-4	-3	-10	1.1	1	1	1.1	1.1
Cc1cc(C)nc(Nc2nc3ccccc3[nH]2)n1	-2	1	-110	6	5	1.9	0.9	1.1	1	1
Nn1c(SCC(=O)Nc2ccc3c(c2)OCO3)nnc1C1CC1	1	0.9	-8	0	2	0.93	1	0.9	1	1
CSc1ccccc1C(=O)Nc1cccc(C(C)=O)c1	-4	1	-10	-2	-18	1.1	1	0.9	1.1	1
O=C(O)c1cccc2c1C(=O)N(CC1CCCO1)C2 (configuration not stated)	-7	1	-10	-3	25	1.1	1	1.2	1	1.1
COc1cccc(-c2cc(C(F)(F)F)n3ncc(S(=O)(=O)c4ccccc4)c3n2)c1	-1	1	-7	-6	24	1.2	1.1	1	1	1
O=C(Nc1nc2ccccc2n1CCN1CCCCC1)c1ccco1	-4	1	-13	-9	13	1.1	1.1	1.2	1	1
CSc1nc(NCCOCCO)c2sc3nc(-c4ccco4)c4c(c3c2n1)CCC4	1	1.1	6	-9	12	0.96	1.1	1.1	1.6	1
COc1ccccc1N1CCN(CC(=O)Nc2sccc2C#N)CC1	-4	0.9	-16	-5	-8	0.55	1	1	0.8	1
OC1(c2ccccc2F)CCN(Cc2nnnn2CCc2ccccc2)CC1	-3	1	-13	-1	10	0.89	1	1	0.9	1
CN(C(=O)c1cccc(C#N)c1)c1nnc(C2CCOC2)s1 (configuration not stated)	2	0.9	-7	-2	2	1	1	1	1	1
S=C(Nc1ccccc1)Nc1ccc(Cl)cc1Cl	-3	0.9	17	7	3	1.5	0.9	0.9	0.9	1
CCN1CCN(C2CCN(C(C)=O)CC2)CC1	-9	1	-22	-8	.	.	1.1	0.9	1	1.1
Cc1oc(-c2ccc(Cl)cc2)nc1CN1CCC(C(=O)N2CCN(Cc3ccccc3)CC2)CC1	-7	0.9	-6	-10	.	0.74	1.1	1	0.8	1.1
Cc1ccc(-c2csc(/C(C#N)=C/Nc3ccccc3SC(F)(F)F)n2)c(C)c1	4	0.9	-10	-4	-27	1.4	1	1	1	1
O=C(CCCn1c(SCC(=O)NCCc2ccccc2)nc2ccccc2c1=O)NCC1CCCO1 (configuration not stated)	-6	1	-14	-6	29	1.1	1.1	0.9	1	1.1
CCOC(=O)C1(Cc2cccc(F)c2)CCN(C(=O)c2ccoc2C)CC1	-2	0.9	-8	-6	21	1.1	1.1	0.9	1	1
COc1ccc(CCNC(=O)CSc2ccsc2[N+](=O)[O-])c(OC)c1	1	1	-8	-3	18	1.1	1	1.1	1	1
COc1cc(NC(=O)c2ccc(Cl)cc2)c(OC)cc1NC(=O)CN1CCOCC1	-8	0.9	-3	-7	-9	0.63	1.1	1	0.9	1.1
COc1ccccc1/C=C/C(=O)NC(=S)N(C)C1CCCCC1	-2	0.8	-4	2	-8	1	1	0.9	0.9	1
COc1ccc(N2CCN(C(=O)c3cc4c(-c5cccc(OC)c5)nn(C)c4s3)CC2)cc1	-1	0.8	-1	0	20	0.53	1	0.9	0.7	1
O=C(Oc1ccc2c3c(c(=O)oc2c1)CCC3)c1ccco1	-6	0.9	-14	42	-2	1.1	0.6	0.8	1	1.1
O=C(O)CC(C(=O)NC1CCCCC1)C1CCCO1 (configuration not stated)	-8	1	-13	-5	-28	0.93	1	1	1	1.1
O=S(=O)(Nc1nc2ccccc2nc1Nc1ccc2c(c1)OCO2)c1ccccc1	-3	0.9	-2	-6	-8	0.97	1.1	0.4	1	1
O=S(=O)(NCC1CCCO1)c1ccc(Br)s1 (configuration not stated)	-4	1.1	-7	-7	-6	1.1	1.1	0.8	1	1
CCCCNC(=O)C1CCCN(S(=O)(=O)CC)C1 (configuration not stated)	-3	1	-13	-6	13	2	1.1	1	0.9	1
Cc1nc(N2CCOCC2)sc1C(=O)NN	-3	0.8	-18	0	2	1	1	1	0.6	1
COc1ccc(C(=O)OCC(=O)N2CCCC2=O)c(OC)c1	1	1	-2	11	3	1.1	0.9	1	1	1
CN(Cc1ccccc1)C(=O)c1oc(=O)c2ccccc2c1-c1ccccc1	-8	0.9	-4	-7	-12	0.98	1.1	1.1	0.9	1.1
O=C(Cc1ccccc1)NNC1=NS(=O)(=O)c2ccccc21	-6	1.1	-11	0	-8	0.97	1	0.9	1.2	1.1
O=C(COc1ccc2oc(-c3ccccc3)cc(=O)c2c1)Nc1ccccc1	0	0.9	-12	7	41	0.94	0.9	0.8	1.1	1
COc1ccc(OCC(=O)Nc2ccc(S(=O)(=O)Nc3cc(C)nc(C)n3)cc2)cc1	-2	1	-5	2	7	0.98	1	1	1	1
CCOC(=O)c1ccc(Nc2cc(C)nc3nc(C)nn23)cc1	-4	1.1	-1	-11	-9	1.1	1.1	0.9	1	1
